Bioassay records as filed in PubChem.
Dicer inh = inhibitors of Dicer pre-microRNA processing, primary screen, biochemical, cat-ELCCA, chemiluminescence | Endoribonuclease Dicer (Homo sapiens), Q9UPY3 | cat-ELCCA pre-miR-21 Dicer processing; active compounds read high | z-score at 25 µM | hit rate 6% among 47,000 | AID 1347074, 2019; in the data active means z-score above about 3, passing the limit was not always enough;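 further: plate controls were vehicle for no effect and no enzyme for full effect; higher signal means more uncleaved substrate so more Dicer inhibition; strong numbers were not always called active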
Starred values were filed as active, the others as inactive; & = joins results of further samples. An excerpt (hit frequency here may not be typical).

SMILES	Dicer inh
O=S(=O)(c1ccc(Br)cc1)N1CCN2CCC1CC2	0.95
COc1ccc(Cc2nccc3cc(OC)c(OC)cc23)cc1OC	-1.8&4.7
COc1ccccc1N1CCNCC1	-1.4
O=[N+]([O-])c1cc(O)c(O)c([N+](=O)[O-])c1	-2.1
CCCCC1CCC2(C)C3=C(CCC3)CCN2C1 (stereo unspecified)	1.4
CN1CC[C@@]2(C)c3cc(OC(=O)Nc4ccccc4)ccc3N(C)[C@@H]12	-1.1
Cn1cc(C(=O)c2ccccc2)c2ccccc21	-0.42
O=C(NC1CCCCC1)Oc1cc2oc(=O)sc2cc1Cl	4.1*
CC(Nc1ccc([N+](=O)[O-])c2cccnc12)C12CC3CC(CC(C3)C1)C2 (stereo unspecified)	-0.7
Cc1c2ccncc2c(C)c2c1[nH]c1ccccc12	-0.83
COc1cccc([C@@]2(O)CCCC[C@@H]2CN(C)C)c1	0.18
CC1CN=C(Nc2ccc(Cl)cc2)S1 (stereo unspecified)	-0.11
CN1C[C@H](CNC(=O)OCc2ccccc2)C[C@@H]2c3cccc4c3c(cn4C)C[C@H]21	-0.4
C=CC1CC2CCN1C(C(=O)c1ccnc3ccc(OC)cc13)C2 (stereo unspecified)	-1.1
CCC(=O)N1N=C2C3CCN(CC3)C2C1c1ccc(C)cc1 (stereo unspecified)	0.9
COCc1cc(OC(=O)N(C)C)nc(-c2cc(Cl)cc(Cl)c2)n1	-0.35
Cc1ccnc(-n2c(-c3ccco3)nc3ccccc3c2=O)c1	0.83
C#CCN[C@H](C)Cc1ccccc1	-0.68
CCCCN1CCCC1C(O)(c1ccccc1)c1ccccc1 (stereo unspecified)	-0.48
NC(Cc1cc(O)c(O)cc1O)C(=O)O (stereo unspecified)	-2.2

Entries shown so far that have sulfur, in the order listed:
SMILES	Dicer inh
O=S(=O)(c1ccc(Br)cc1)N1CCN2CCC1CC2	0.95
O=C(NC1CCCCC1)Oc1cc2oc(=O)sc2cc1Cl	4.1*
CC1CN=C(Nc2ccc(Cl)cc2)S1 (stereo unspecified)	-0.11

Reprinted at random: 2 records from the list, in no set order.
SMILES	Dicer inh
C#CCN[C@H](C)Cc1ccccc1	-0.68
CN1C[C@H](CNC(=O)OCc2ccccc2)C[C@@H]2c3cccc4c3c(cn4C)C[C@H]21	-0.4

The list continues:
SMILES	Dicer inh
CN(C(=O)Oc1ccnc2cc(Cl)ccc12)c1ccccc1	1.9
Cc1c(C)c(C)c(CCN)c(C)c1C	-0.29
CC(=O)NBr	-0.15
CC(C)(C)NCC(O)c1cc(Cl)c(N)c(Cl)c1 (stereo unspecified)	-0.02
C=C1CC2(C)C(=CC1=O)CCC1C2CCC2(C)C(OC(=O)OCC)CCC12 (stereo unspecified)	-1.4
COCc1cc(=O)oc2cc(OC(=O)N(C)C)ccc12	1.1
CC12CCC3C(CC4OCC35CCC(O)C[C@]45Br)C1CCC2OC(=O)c1ccccc1 (stereo partly specified)	-1.1
CC1=C2[C@H]3OC(=O)[C@@H](C)[C@@H]3CC[C@@]2(C)C=CC1=O	0.14
CCOC(=O)C(O)(c1ccc(NC(=O)Oc2ccccc2)cc1)C(F)(F)F (stereo unspecified)	-0.95
CCCn1c(C)c(C(=O)OCC)c2cc(O)ccc21	6.8*
COC(=O)N1CCN(C(=O)Cc2ccc(Cl)c(Cl)c2)C(CN2CCCC2)C1 (stereo unspecified)	-1.6
NCC(CC(=O)O)c1ccc(Cl)cc1 (stereo unspecified)	0.77
C[N+](C)(C)CC#CCOC(=O)Nc1cccc(Cl)c1	-0.01
O=c1cccc2n1CC1CC2CN(c2nc(Cl)nc(NCCN3CCOCC3)n2)C1 (stereo unspecified)	0.1
CS(=N)(=O)CC[C@H](N)C(=O)O (stereo partly specified)	-2.8
Cc1cc(C(C)(C)c2ccc(O)c(C)c2)ccc1O	1.3
Cc1nn(Cc2ccccc2Cl)c(=N)s1	0.15
COc1ccc(CN2CCN(Cc3ccc(Br)cc3)CC2)cc1	-0.08
O=C1OC2(c3cc(Br)c(O)cc3Oc3c2cc(Br)c(O)[c]3[Hg])c2ccccc21 (stereo unspecified)	0.04
COc1ccccc1N1CCN(Cc2ccccc2F)CC1	-1.6

In the list so far, 6 have an aryl methoxy group.
SMILES	Dicer inh
COc1ccc(Cc2nccc3cc(OC)c(OC)cc23)cc1OC	-1.8&4.7
COc1ccccc1N1CCNCC1	-1.4
COc1cccc([C@@]2(O)CCCC[C@@H]2CN(C)C)c1	0.18
C=CC1CC2CCN1C(C(=O)c1ccnc3ccc(OC)cc13)C2 (stereo unspecified)	-1.1
COc1ccc(CN2CCN(Cc3ccc(Br)cc3)CC2)cc1	-0.08
COc1ccccc1N1CCN(Cc2ccccc2F)CC1	-1.6

Given as labelled records: entries from further up.
CS(=N)(=O)CC[C@H](N)C(=O)O (stereo partly specified)
  Dicer inh: -2.8
CCC(=O)N1N=C2C3CCN(CC3)C2C1c1ccc(C)cc1 (stereo unspecified)
  Dicer inh: 0.9
O=C(NC1CCCCC1)Oc1cc2oc(=O)sc2cc1Cl
  Dicer inh: 4.1*
CC1CN=C(Nc2ccc(Cl)cc2)S1 (stereo unspecified)
  Dicer inh: -0.11
